Screens: PubChem BioAssay, Broad Institute
Casp6 inh: inhibitors of human caspase-6; AID 686996; inhibition, % at 12.5 µM; purified caspase-6, Z-VEID-R110 cleavage fluorescence; 0.53% of 350,000 active;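 active = mean inhibition across replicates at least about 35%, with every replicate also reaching that limit, limit read from the data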;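 also: 0% = median of neutral control wells and 100% = no fluorescence left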
Target sequence (P55212 24-179 limits assumed): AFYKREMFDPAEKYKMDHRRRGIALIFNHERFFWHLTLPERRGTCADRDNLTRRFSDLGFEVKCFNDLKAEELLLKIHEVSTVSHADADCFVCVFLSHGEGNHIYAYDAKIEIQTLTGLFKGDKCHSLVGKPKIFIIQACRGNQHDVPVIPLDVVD
Target sequence (P55212 194-293 limits assumed): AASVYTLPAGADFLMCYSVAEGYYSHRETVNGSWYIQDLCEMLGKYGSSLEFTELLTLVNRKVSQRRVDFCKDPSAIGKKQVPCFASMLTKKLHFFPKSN
SIRT5 inh: inhibitors of human sirtuin-5 desuccinylase | Q9NXA8 | Purified SirT5, succinyl-peptide AMC, trypsin-coupled fluorescence | inhibition, % at 15 µM | 1.1% of 330,000 active | AID 652115; in the data active = inhibition above about 15%
Target sequence (Q9NXA8 whole entry, looked up): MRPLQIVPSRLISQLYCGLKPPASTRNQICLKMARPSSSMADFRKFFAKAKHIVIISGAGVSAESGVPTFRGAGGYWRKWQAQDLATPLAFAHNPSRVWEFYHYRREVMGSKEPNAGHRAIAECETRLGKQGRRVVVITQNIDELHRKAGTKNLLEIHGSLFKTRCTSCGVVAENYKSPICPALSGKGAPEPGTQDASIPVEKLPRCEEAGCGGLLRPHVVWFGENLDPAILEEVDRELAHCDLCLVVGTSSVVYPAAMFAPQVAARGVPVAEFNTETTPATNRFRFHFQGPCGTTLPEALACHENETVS
FN deposition inh: fibronectin deposition inhibition; AH1F fibroblasts, Alexa488-fibronectin deposition fluorescence, overnight; inhibition, % at 12.6 µM; 0.086% of 350,000 active; AID 743247;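 active = mean inhibition across replicates of 30% or more, regardless of how many single replicates reach that level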;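 also: positive control wells lacked labelled fibronectin entirely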
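Material – AH1F fibroblast monolayer, labelled fibronectin deposition · Reagent – labelled fibronectin 24 nM · Timing – 1 h adhesion, overnight exposure · Measured by – fluorescence at 485 nm excitation, 525 nm emission · Read-out – inhibition of fibronectin deposition signal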
S100A4 inh HTS: inhibitors of human S100A4 binding to myosin IIA peptide. P26447. S100A4/TAMRA-MyoIIA peptide fluorescence polarization. inhibition, % at 10.7 µM. 0.14% of 360,000 active. AID 652163;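 active = mean inhibition of at least 70% across replicates, with every replicate also reaching that level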
Target sequence (P26447 whole entry, looked up): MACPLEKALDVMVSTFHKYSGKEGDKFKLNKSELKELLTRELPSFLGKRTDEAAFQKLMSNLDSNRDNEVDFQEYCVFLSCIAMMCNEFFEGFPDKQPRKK
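Material: S100A4 monomer protein | Medium: HEPES pH 7.2 with CaCl2, KCl, NaCl, DTT, Triton | Reagent: Labelled myosin peptide probe, 5 nM | Doses: One dose per compound | Times: 5 min incubation before reading | Benchmarks: Neutral control DMSO, positive control TFP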
C2C12 statin: suppressors of simvastatin-induced myotoxicity in C2C12 myotubes; ATP luminescence, 48 h; scaled: DMSO 0, geranylgeraniol control 100; rescue of ATP level, % at 7.49 µM; 0.78% of 330,000 active; AID 602340;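 active = mean ATP rescue above about 67%, or every replicate alone reaching that limit, limit read from the data, passing the limit was not always enough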;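 also: myotubes were challenged with 10 µM simvastatin during compound exposure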
esBAF inh: SWI/SNF esBAF complex inhibition | mouse ES cells, Bmi1-luciferase knock-in reporter, 24 h; 100% = twice the neutral-well signal | reporter increase, % at 12.5 µM | 2% of 350,000 active | AID 602393; in the data active = activation above about 40%;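 also: 0% = median of the plate's neutral control wells and 100% = double that signal; a rise in the Bmi1 reporter signal indicates esBAF inhibition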
LGR2 antag: Drosophila LGR2 receptor signaling inhibition; HEK293 LGR2, CRE-luciferase, bursicon-stimulated, 4 h; inhibition, % at 9.99 µM; 0.35% of 380,000 active;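 active = drop in luminescence signal, shown as inhibition above about 50% in the replicate tests, limit read from the data, passing the limit was not always enough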;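 also: agonist challenge used bursicon conditioned medium at about half maximal strength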
Starred values were filed as active, the others as inactive; nt = no result given; & = joins results of further samples. Not all compounds are listed. The share of hits here may be higher or lower than overall.

SMILES | Casp6 inh | SIRT5 inh | FN deposition inh | S100A4 inh HTS | C2C12 statin | esBAF inh | LGR2 antag
C[C@@H]1CN([C@@H](C)CO)C(=O)c2cccc(N(C)C)c2O[C@@H]1CN(C)Cc1ccc(-c2ccccc2)cc1 | -2 | 1 | nt | -6 | 40 | 4 | 3
O=C(Cc1cccc(C(F)(F)F)c1)Nc1cc(S(=O)(=O)N2CCOCC2)ccc1N1CCCC1 | -1 | 2 | 0 | -15 | -1 | -6 | 4
Nc1nnc(Cc2ccccc2)s1 | nt | nt | -3 | nt | 7 | 1 | nt
CCC(CC)C(=O)Nc1cccc(C(=O)c2ccccc2)c1 | nt | nt | 0 | nt | 2 | -6 | nt
Cc1cc2nc3c(=O)n(Cc4ccccc4)c(=O)[nH]c3nc2cc1N | -2 | 2 | -9 | 0 | nt | nt | -7
O=C(O)c1cc(NN=Nc2cccc(S(=O)(=O)O)c2)cc([N+](=O)[O-])c1 | 17 | 3 | -3 | 6 | -2 | 1 | -21
CCN1C(=O)/C(=C2\SC(=S)N(NC(=O)c3cccnc3)C2=O)c2ccccc21 | 0 | -2 | 2 | -1 | 12 | 2 | 25
Cc1cc(NC(=O)CSc2nc(C(C)C)nc3sc4c(c23)CCC(C)C4)no1 (stereo not given) | nt | nt | -3 | nt | -17 | 1 | nt
CCOC(=O)c1c(NC(=S)Nc2ccccc2)sc2c1CC(C)(C)SC2 | 2 | -1 | -5 | 6 | nt | nt | -1
CC(C)c1ccc(NC2CCCN(C(=O)CCN3Cc4ccccc4C3=O)C2)cc1 (stereo not given) | 4 | 1 | 3 | -2 | 9 | -7 | -20
[O-][n+]1ccc(OCc2ccccc2)cc1 | 1 | -4 | 0 | 15 | 6 | 3 | -3
O=C1CC(c2ccc3c(c2)OCCO3)Oc2ccc([N+](=O)[O-])cc21 (stereo not given) | -1 | -1 | 1 | 0 | -24 | 14 | -31
CCCC(=O)NC(C)c1nc2ccccc2[nH]1 (stereo not given) | -2 | 0 | -3 | 1 | -28 | 5 | -8
Cc1ccc([N+](=O)[O-])c(OCCCN2CCC(Cc3ccccc3)CC2)c1 | 6 | -2 | 1 | -4 | -12 | -8 | 9
CCc1cccc(NC(=O)CCCN2C(=O)C(c3ccccc3)Oc3cccnc32)c1 (stereo not given) | 1 | 0 | 2 | -1 | -1 | -7 | 6
C=CCN1C(=O)c2ccccc2NC1c1ccc(Br)s1 (stereo not given) | 6 | 0 | -5 | 14 | 52 | -3 | 0
O=C(COC(=O)CCC(=O)c1cccs1)Nc1cccc(F)c1 | 0 | -6 | nt | 1 | 6 | 3 | -9
CCOC(=O)Cc1csc(NS(=O)(=O)c2ccc(F)cc2)n1 | nt | nt | nt | nt | 2 | 10 | -24
Cn1ccc2c(N3CCCCCC3)cc3c(c21)C1CCC3O1 (stereo not given) | -2 | 2 | 3 | 12 | 1 | -4 | 23
CC(C)(C)OC(=O)N1CCC(NC(=O)c2nc[nH]c2C(=O)N2CCc3ccccc3C2)CC1 | 8 | nt | 25 | -5 | 7 | 7 | 0
COCc1cc(=O)c2ccccc2o1 | -3 | 1 | 1 | 2 | 8 | -9 | 25
COc1ccc(CNC(=O)C(C)OC(=O)CO/N=C(\C)c2ccc3c(c2)OCO3)cc1 (stereo not given) | 0 | -1 | 5 | -1 | 6 | 4 | 2
CCN(CCCNC(=O)c1nn(C)c2c1CS(=O)(=O)c1ccccc1-2)Cc1ccccc1 | -1 | -2 | -10 | 1 | -2 | 2 | -9
N#C[C@@H]1[C@H](c2ccc(-c3cccnc3)cc2)[C@@H](CO)N1C(=O)C1CC1 | 0 | 2 | -5 | 5 | 22 | 3 | 7
C[C@@H]1CN([C@@H](C)CO)C(=O)c2cc(-c3ccc(F)cc3)cnc2O[C@H]1CN(C)C(=O)c1ccccc1F | 1 | 1 | -9 | 0 | -19 | 0 | 11
COc1ccc(Cl)cc1NC(=O)CCN1CCN(Cc2ccccc2)CC1 | -1 | 22* | 5 | 0 | 0 | 5 | -7
C[C@@H]1CN([C@H](C)CO)C(=O)c2cccc(NS(=O)(=O)c3ccc(F)cc3)c2O[C@@H]1CN(C)C | 0 | -4 | 1 | -1 | 1 | -4 | 1
O=C(Cc1ccccn1)N1CC(=O)N2[C@H](CO)[C@@H](c3ccc(C#CC4CCCC4)cc3)[C@@H]2C1 | 0 | -3 | 6 | 0 | nt | nt | -2
COc1ccc(Cl)cc1C=CC=NNC(=O)c1ccncc1 | 0 | nt | -3 | 2 | nt | nt | 9
C[C@@H]1CCCCO[C@H](CN(C)CC2CC2)[C@H](C)CN([C@@H](C)CO)C(=O)c2cc(N(C)C)ccc2O1 | -15 | -5 | -2 | 2 | nt | 5 | -10

14 entries from above, set out differently.
| smiles | Casp6 inh | SIRT5 inh | FN deposition inh | S100A4 inh HTS | C2C12 statin | esBAF inh | LGR2 antag |
| --- | --- | --- | --- | --- | --- | --- | --- |
| O=C(COC(=O)CCC(=O)c1cccs1)Nc1cccc(F)c1 | 0 | -6 | nt | 1 | 6 | 3 | -9 |
| CCOC(=O)Cc1csc(NS(=O)(=O)c2ccc(F)cc2)n1 | nt | nt | nt | nt | 2 | 10 | -24 |
| Cn1ccc2c(N3CCCCCC3)cc3c(c21)C1CCC3O1 (stereo not given) | -2 | 2 | 3 | 12 | 1 | -4 | 23 |
| CC(C)(C)OC(=O)N1CCC(NC(=O)c2nc[nH]c2C(=O)N2CCc3ccccc3C2)CC1 | 8 | nt | 25 | -5 | 7 | 7 | 0 |
| COCc1cc(=O)c2ccccc2o1 | -3 | 1 | 1 | 2 | 8 | -9 | 25 |
| COc1ccc(CNC(=O)C(C)OC(=O)CO/N=C(\C)c2ccc3c(c2)OCO3)cc1 (stereo not given) | 0 | -1 | 5 | -1 | 6 | 4 | 2 |
| CCN(CCCNC(=O)c1nn(C)c2c1CS(=O)(=O)c1ccccc1-2)Cc1ccccc1 | -1 | -2 | -10 | 1 | -2 | 2 | -9 |
| N#C[C@@H]1[C@H](c2ccc(-c3cccnc3)cc2)[C@@H](CO)N1C(=O)C1CC1 | 0 | 2 | -5 | 5 | 22 | 3 | 7 |
| C[C@@H]1CN([C@@H](C)CO)C(=O)c2cc(-c3ccc(F)cc3)cnc2O[C@H]1CN(C)C(=O)c1ccccc1F | 1 | 1 | -9 | 0 | -19 | 0 | 11 |
| COc1ccc(Cl)cc1NC(=O)CCN1CCN(Cc2ccccc2)CC1 | -1 | 22* | 5 | 0 | 0 | 5 | -7 |
| C[C@@H]1CN([C@H](C)CO)C(=O)c2cccc(NS(=O)(=O)c3ccc(F)cc3)c2O[C@@H]1CN(C)C | 0 | -4 | 1 | -1 | 1 | -4 | 1 |
| O=C(Cc1ccccn1)N1CC(=O)N2[C@H](CO)[C@@H](c3ccc(C#CC4CCCC4)cc3)[C@@H]2C1 | 0 | -3 | 6 | 0 | nt | nt | -2 |
| COc1ccc(Cl)cc1C=CC=NNC(=O)c1ccncc1 | 0 | nt | -3 | 2 | nt | nt | 9 |
| C[C@@H]1CCCCO[C@H](CN(C)CC2CC2)[C@H](C)CN([C@@H](C)CO)C(=O)c2cc(N(C)C)ccc2O1 | -15 | -5 | -2 | 2 | nt | 5 | -10 |

(more compounds)
SMILES | Casp6 inh | SIRT5 inh | FN deposition inh | S100A4 inh HTS | C2C12 statin | esBAF inh | LGR2 antag
CC(C)Oc1ccccc1OC1(C)CCN(Cc2ccc(OC(F)(F)F)cc2)C1 (stereo not given) | 1 | 1 | -11 | -4 | 2 | 5 | 0
CNc1nc2c(C)cccn2c(=O)c1C=NCc1ccccc1 | nt | nt | 5 | nt | -2 | 10 | nt
Cc1cn([C@H]2C[C@H](O)[C@@H](/C=C/C(=O)NCCCc3ccccc3)O2)c(=O)[nH]c1=O | -2 | 0 | 6 | 3 | -2 | 0 | -1
Cc1c(Cc2ccccc2)sc(NC(=O)C(C)(C)C)c1C(N)=O | 4 | -2 | 19 | 0 | nt | nt | -2
O=C(NN1C(=O)c2ccccc2NC1c1ccc([N+](=O)[O-])o1)c1ccc([N+](=O)[O-])cc1 (stereo not given) | 2 | nt | nt | -1 | nt | nt | -15
O=C(Nc1cccc(F)c1)N1CCCCN2[C@H](CO)[C@H](c3ccc(C#CC4CC4)cc3)[C@H]2C1 | -3 | 3 | -3 | 10 | nt | nt | -1
Cc1ccc(Cc2cc(-c3ccc(C)cc3)n[nH]c2=O)cc1 | 2 | -2 | 3 | 26 | nt | nt | nt
COc1ccc(N2CCN(C(CNC(C)=O)c3ccco3)CC2)cc1 (stereo not given) | -2 | 1 | 12 | -5 | nt | nt | -7
N#C[C@@H]1[C@H](c2ccc(C#CC3CCCC3)cc2)[C@H](CO)N1C(=O)Nc1ccc(F)cc1 | 1 | 2 | -9 | -24 | -87 | 5 | -7
Cc1ccc2c(c1)N(CCC(=O)NCc1ccccn1)C(=O)CO2 | 3 | 1 | -7 | 4 | 4 | -2 | 12
Oc1ccc(O)c(C=NNC(=S)NC2CC3CC2C2C=CCC32)c1 (stereo not given) | 4 | 1 | 8 | -1 | -3 | 29 | -49
CO[C@H]1CN(C)C(=O)c2cc(NC(=O)CC(F)(F)F)ccc2OC[C@@H](C)N(C(=O)c2ccccc2F)C[C@@H]1C | 6 | 13 | -5 | -7 | nt | nt | -3
CC(=O)N(c1ccc(C)cc1)C1C=CS(=O)(=O)C1 (stereo not given) | 0 | nt | 4 | 7 | 0 | 3 | 0
Cc1noc(C)c1NC(=O)N(C)C[C@@H]1Oc2ccc(NC(=O)C3CC3)cc2C(=O)N([C@@H](C)CO)C[C@@H]1C | 11 | 2 | -8 | -8 | 7 | 1 | 0
CCOC(=O)c1c(NC(=O)COC(=O)c2cnccn2)sc(C)c1C | -2 | 7 | -1 | -8 | 7 | 5 | 3
O=C(NNC(=O)c1ccc(S(=O)(=O)N2CCCCC2)cc1)c1ccc(F)cc1 | -1 | -1 | 1 | -2 | 6 | -5 | -4
O=C(CNC(=O)c1ccc(Br)o1)NNC(=O)c1n[nH]c(=O)c2ccccc12 | -3 | -2 | 10 | -3 | 2 | 1 | -8
O=C(CSc1nnc(NC(=O)c2ccccc2F)s1)NCc1ccc(F)cc1 | -1 | 2 | nt | 36 | -3 | 31 | 6
CCN(CC(=O)NCc1ccc(Cl)cc1)C(=O)CSc1cc(C)ccc1C | -3 | -1 | 1 | -1 | 7 | -5 | -1
CCCc1cc(C(=O)Nc2c(C)n(C)n(-c3ccccc3)c2=O)no1 | nt | nt | -2 | -4 | 5 | 4 | 5
O=C(COC(=O)Cn1cnc2ccccc2c1=O)NCCC1=CCCCC1 | 2 | -1 | 8 | -4 | nt | nt | -1
CN1c2ccc(C#Cc3ccc(F)cc3)cc2[C@H]2[C@H](CCN2S(=O)(=O)c2ccccc2F)[C@@H]1CO | -5 | 3 | -13 | -2 | 16 | -2 | 6
C[C@@H]1CCCCO[C@H](CN(C)Cc2ccc(Cl)c(Cl)c2)[C@@H](C)CN([C@@H](C)CO)C(=O)c2cc(NC(=O)Nc3ccc(C(F)(F)F)cc3)ccc2O1 | -1 | -5 | nt | 6 | -301 | -3 | 29
COc1ccc(NC(=O)NNC(=O)c2ccc3ccccc3c2O)cc1OC | 9 | -2 | 1 | -17 | 2 | 0 | 6
COCC#Cc1cnc2c(c1)C(=O)N([C@@H](C)CO)C[C@H](C)[C@H](CN(C)C(=O)c1cnccn1)O2 | 1 | 1 | nt | 0 | -7 | 4 | -14
CC(C)(C)[C@H]1C=C(C(=O)NC2CC2)O[C@@H](OCc2ccc(CO)cc2)C1 | 9&2 | -3 | -6 | 8&0 | 4 | -1 | -21
O=C(C[C@H]1C=C[C@H](NC(=O)Nc2ccccc2F)[C@H](CO)O1)NCc1ccc(-c2ccccc2)cc1 | -3 | 4 | 0 | -7 | -13 | -2 | -15
CO[C@H]1CN(C)C(=O)c2ccc(NS(C)(=O)=O)cc2OC[C@@H](C)N(C(=O)C2CC2)C[C@H]1C | -1 | 0 | 4 | 1 | 3 | 0 | 0
